# Source: PubChem (National Center for Advancing Translational Sciences (NCATS))
# aGlu spleen mod: inhibits or activates alpha-glucosidase in human spleen homogenate | P10253 | human spleen homogenate, 4-MU-alpha-glucoside fluorescence | Potency, µM (highest dose often 79.9 µM), without a hit: at the top dose activity change, negative = inhibition, hits mostly inhibitors | hit rate 0.006% among 240,000;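 note: 0% = enzyme with vehicle and -100% = no enzyme basal signal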
#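 Human spleen homogenate (1 ug) incubated with compounds and 1 mM 4-methylumbelliferyl-alpha-D-glucopyranoside in pH 5.0 citrate/phosphate buffer, 37 C, 40 min. Stopped at pH 10; 4-MU fluorescence (Ex 365/Em 440 nm); AC50 by Hill fit.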
# GAA glycogen mod: inhibitors or activators of human alpha-glucosidase glycogen cleavage | P10253 | AID 2100 | Potency, µM (doses to about 76.4 µM), for inactives: at the top dose activity change, negative = inhibition, most hits filed as inhibitors | recombinant GAA, glycogen substrate, Amplex Red glucose oxidase fluorescence | hit rate 0.38% among 300,000;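 note: 0% = full enzyme reaction and -100% = no-enzyme basal signal; the screen sought inhibitors and activators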
#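 Recombinant human alpha-glucosidase (4 nM final) hydrolysed bovine liver glycogen (30 ug) for 40 min at 37 C in pH 5.0 citrate/phosphate with 0.01% Tween-20. Released glucose detected by glucose oxidase/Amplex Red, Ex 573/Em 610 nm. Compounds up to 77 uM; AC50 from Hill fits.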
# HTT cytoprotect: protects HTT-Q103 PC12 cells, measured by ATP | PC12 HTT-Q103 induced, cytoprotection, ATP luminescence, 40 h | Potency, µM (top dose mostly 56.4 µM), inactives show cytoprotection (ATP increase), hits mostly activators | hit rate 0.14% among 230,000;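 note: % of control where 0% means no effect; nearly all actives have a fitted effect of over 45% in size; toxic huntingtin expression switched on by the ecdysone agonist tebufenozide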
#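 PC12 cells with ecdysone-inducible HTT exon 1 Q103-GFP, induced with 100 nM tebufenozide and co-treated with library compounds in a dose series (1536-well, 1500 cells/well). Cytoprotection read as ATP content by ATPlite luminescence.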
# HTT aggregate: inhibitors of mutant huntingtin aggregate formation in PC12 cells; hit rate 1.1% among 220,000; Potency, µM (top dose mostly 46.1 µM), without a hit: at the top dose activity change, negative = inhibition, usual class: inhibitors; AID 1688; PC12 HttQ103-GFP aggregates, Acumen cytometry, 40 h; note: % is set by controls: 0 for no effect and ±100 for the full control effect; nearly all actives have a fitted effect of over 60% in size
#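 PC12/HTTQ103-GFP, ecdysone-inducible; teb 100 nM; cpd qHTS titration; GFP aggregates read on laser cytometer, Ex 488/Em 500-530 nm.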
# IMPase Li inh: membrane-permeable IMPase blocker, potentiated with lithium. AID 1457. Potency, µM (titrated, usually from 59.4 µM), without a hit: at the top dose activity, negative = IMPase inhibition, most hits filed as inhibitors. CHO-M1 cells, IP1 TR-FRET (IP-One), carbachol + lithium. hit rate 0.35% among 210,000;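 note: IP1 builds up when IMPase is blocked and the TR-FRET signal falls; plate controls were basal vehicle for no effect and high inhibitor control for full effect; nearly all actives have a fitted effect of over 50% in size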
#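 IP1 accumulation measured by competitive TR-FRET in lysed CHO-M1 cells after 30 min compound exposure at 37C, with a small lithium addition to potentiate weak responses. Hill-equation AC50 from ratio and donor-channel data.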
# GAA inh: inhibitors of human lysosomal alpha-glucosidase | hit rate 0.005% among 200,000 | purified human GAA, 4-MU-alpha-glucoside fluorescence | Potency, µM (doses to about 76.9 µM), without a hit: at the highest dose activity change, negative = inhibition, hits mostly inhibitors | AID 1466;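 note: plate controls were uninhibited enzyme wells for no effect and no-enzyme background for full effect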
#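 Enzyme (4 nM final) mixed with compound (up to 77 uM), then 4-MU-alpha-D-pyranoside (400 uM final) added; 20 min at room temperature, pH 5.0. Reaction stopped at pH 10, fluorescence read, AC50 derived by Hill fit.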
# GoLoco inh red: inhibitors of human Gai1-RGS12 GoLoco interaction (red fluorophore); Gai1:RGS12 GoLoco peptide FP, rhodamine, 10 min; Potency, µM (titrated, usually from 61.6 µM), for the others: top-dose activity, negative = inhibition, usual class: inhibitors; hit rate 0.44% among 230,000; P63096; active = well fitted inhibition curve with a large enough effect, not every such curve was filed as active; inactive = no such curve, though single readings can be large or run the other way; note: % is set by controls: 0 for no effect and ±100 for the full control effect; nearly all actives have a fitted effect of over 30% in size; many of its hits are not listed in these tables
# Target sequence (P63096 whole entry, looked up): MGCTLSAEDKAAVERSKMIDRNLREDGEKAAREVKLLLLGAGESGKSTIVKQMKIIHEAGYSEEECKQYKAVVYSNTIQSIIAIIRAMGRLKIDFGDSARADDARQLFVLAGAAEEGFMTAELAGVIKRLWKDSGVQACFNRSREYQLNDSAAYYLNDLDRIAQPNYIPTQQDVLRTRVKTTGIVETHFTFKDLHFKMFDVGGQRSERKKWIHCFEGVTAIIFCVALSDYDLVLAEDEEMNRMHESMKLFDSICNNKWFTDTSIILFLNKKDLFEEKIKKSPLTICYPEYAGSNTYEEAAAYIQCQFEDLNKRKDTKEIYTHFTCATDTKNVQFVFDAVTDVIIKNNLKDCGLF
# * marks the source's active call; other numbers are inactive results; ? = inconclusive; nt = no result given; [ ] = remark or other dose. Unless noted, calls come from the whole dose curve; as a rule, active = well fitted curve in the direction sought with a large enough effect; inconclusive = small, poorly fitted or top-dose-only effect, or another doubt; inactive = no such curve, though single readings can be large; an effect the other way counts as inactive or inconclusive. Potency is the fitted concentration of half-maximal effect. Not all compounds are listed, so the mix of outcomes need not match the whole.
# The first 5 compounds (preview)
SMILES,aGlu spleen mod,GAA glycogen mod,HTT cytoprotect,HTT aggregate,IMPase Li inh,GAA inh,GoLoco inh red
C=CCn1c(Cc2cccc3ccccc23)n[nH]c1=S,-14%,-17%,21%[10 µM],15%,19%,?,13%
COCCNC(=O)C(c1ccco1)N(C(=O)Cn1nnc2ccccc21)c1cccc(C)c1C (configuration not stated),-4%,-5%,11%,-2%,0%[38.3 µM],-2%,4%
O=C(OC1CCN(c2ncc(C(F)(F)F)cc2Cl)CC1)c1ccccc1,-1%,11%,12%,9%,23%[38.3 µM],?,8%
CCC(CC)C(=O)Nc1ccc(Cl)c(Cl)c1,4%,-2%,17%,-31%,34%[activator][38.3 µM],-15%,-3%
C=CCNC(=S)NNC(=O)c1ccc([N+](=O)[O-])cc1,-2%,-17%,-46%[inhibitor],2%,4%,-10%,-3%

# This part in full, repeating the preview:
SMILES,aGlu spleen mod,GAA glycogen mod,HTT cytoprotect,HTT aggregate,IMPase Li inh,GAA inh,GoLoco inh red
C=CCn1c(Cc2cccc3ccccc23)n[nH]c1=S,-14%,-17%,21%[10 µM],15%,19%,?,13%
COCCNC(=O)C(c1ccco1)N(C(=O)Cn1nnc2ccccc21)c1cccc(C)c1C (configuration not stated),-4%,-5%,11%,-2%,0%[38.3 µM],-2%,4%
O=C(OC1CCN(c2ncc(C(F)(F)F)cc2Cl)CC1)c1ccccc1,-1%,11%,12%,9%,23%[38.3 µM],?,8%
CCC(CC)C(=O)Nc1ccc(Cl)c(Cl)c1,4%,-2%,17%,-31%,34%[activator][38.3 µM],-15%,-3%
C=CCNC(=S)NNC(=O)c1ccc([N+](=O)[O-])cc1,-2%,-17%,-46%[inhibitor],2%,4%,-10%,-3%
Cc1cc(C)cc(-n2nnnc2SCC(=O)Nc2nc(-c3ccc(F)cc3)cs2)c1,-12%,7%,7%,21%,-2%[38.3 µM],-1%,2%
Cc1ccc(C(=O)COC(=O)CNC(=O)c2cccs2)cc1C,-2%,15%,-4%[10 µM],9%[9.22 µM],-2%,?,0%
CCOC(=O)N1CCN(C(=O)C2CCCN(S(C)(=O)=O)C2)CC1 (configuration not stated),-2%,-9%,12%,3%,-12%[38.3 µM],?,5%
C=C(C)Cn1c(CCCNC(=O)CCC)nc2ccccc21,-13%,-1%,18%[1.9 µM],3%,17%[38.3 µM],-9%,1%
O=C(/C=C/c1cccc([N+](=O)[O-])c1)N1CC[C@@]2(O)CCCC[C@H]2C1,-5%,4%,9%[10 µM],-10%[9.22 µM],nt,nt,5%
Nn1cnnc1N/N=C\c1ccc(-c2ccccc2[N+](=O)[O-])o1,-2%,?,-17%[10 µM],-18%,13%,-3%,3%
Cc1ccnc(Nc2nc3ccccc3s2)n1,-2%,-1%,-6%[10 µM],1%[9.22 µM],1%,12%,5%
CN1/C(=C\C=N\NC(=O)c2ccc(O)cc2)C(C)(C)c2ccccc21,-6%,1%,23%[10 µM],-19%,10%,-6%,150%[activator]
CCOC(=O)C1=C(SCC)c2cc3c(n2C1=O)CCCC3,-6%,-4%,4%[10 µM],31%,21%,-31%,87%[activator]
Cc1ccccc1-c1nc2cc(Cl)ccc2o1,1%,3%,-7%,-11%,nt,8%,nt
CC1=NNC(=O)/C1=C\c1cn(-c2ccccc2)nc1-c1ccc(Cl)cc1,0%,-14%,-53%[inhibitor],?,29%[38.3 µM],-4%,3%
O=c1c(O)c(-c2ccccc2)oc2ccccc12,-4%,nt,nt,nt,-11%,nt,7%
Cc1ccc(Cl)c2c1=NC(=O)C=2c1[nH]c(=S)[nH]c1O,-10%,11%,-35%[10 µM],?,24%,0%,18%
Cc1ccc(N2CC(C(=O)N3CCc4ccccc4C3)CC2=O)cc1 (configuration not stated),2%,3%,-14%[0.074 µM],?,19%[38.3 µM],-11%,4%
CC(C)CC(NC(=O)CNC(=O)C1O[C@@H]2OC(C)(C)O[C@@H]2[C@H]2OC(C)(C)O[C@@H]12)C(=O)O (some centres not stated),-4%,1%,-21%,2%,-2%,?,-5%
Cc1cc(C(=O)CSc2nnc(N)s2)c(C)n1CCc1ccc(F)cc1,6%,0%,-24%,-4%,2%[38.3 µM],-5%,10%
CC1(C)CC(=O)C2=C(C1)c1c(ccc3ccccc13)NC2c1ccc(Br)o1 (configuration not stated),0%,-3%,-10%,?,40%[38.3 µM],14%,0%
COc1cc(/C=N/n2c(-c3cc(C)[nH]n3)n[nH]c2=S)cc(OC)c1O,1%,?,-1%[10 µM],-4%[9.22 µM],nt,-14%,9%
C=CCn1c(-c2ccncc2)n[nH]c1=S,1%,8%,-7%[10 µM],-3%[9.22 µM],-3%,8%,16%
O=C(NC(=S)Nc1ccccn1)c1ccccc1,0%,-7%,-53%[inhibitor][10 µM],1%[9.22 µM],nt,nt,2%
SMILES,aGlu spleen mod,GAA glycogen mod,HTT cytoprotect,HTT aggregate,IMPase Li inh,GAA inh,GoLoco inh red
CN(C)Cc1cc(O)c(CN(C)C)cc1O,-6%,?,-12%[10 µM],1%[9.22 µM],nt,1%,4µM*
O=C1CC(Cc2ccccc2)C(=O)N1c1ccccn1 (configuration not stated),-2%,0%,-5%[10 µM],-18%[9.22 µM],nt,nt,8%
CCN(CC)S(=O)(=O)c1cccc(C(=O)N/N=C/c2ccc(N3CCOCC3)cc2)c1,-1%,23%,-16%[10 µM],-16%[9.22 µM],6%,5%,3%
CCn1c(SCC(=O)N2CCCc3ccccc32)nc2c(c1=O)SC(C)C2 (configuration not stated),-2%,-10%,-11%,4%[9.22 µM],0%,nt,4%
Cn1c(C(=O)NCCC2=CCCCC2)cc2c(=O)n3ccccc3nc21,3%,-3%,-6%[1.9 µM],1%,12%[38.3 µM],12%,-6%
COc1cc(C(=O)NCCCNc2nc3cc(C)cc(C)c3cc2C#N)cc(OC)c1OC,-1%,1%,-36%,12%,-3%[38.3 µM],?,6%
N#C/C(=C\c1ccc(OC(=O)c2ccccn2)cc1)C(N)=O,-8%,11%,-42%[10 µM],-6%,5%,?,1%
O=C1c2ccccc2C(=O)N1CCCn1nnc(-c2ccc(N3CCOCC3)cc2)n1,-1%,6%,-11%,17%,0%[38.3 µM],-2%,6%
CCOC(=O)c1c(NC(=O)c2ccncc2)sc(C)c1C,-4%,23%,8%[10 µM],5%,20%,4%,6%
COc1ccc(/C(O)=C2/C(=O)C(=O)N(CCN(C)C)C2c2cccnc2)cc1C (configuration not stated),4%,-19%,-25%[10 µM],-23%[9.22 µM],-27%,-5%,1%
COc1ccc(NC(=O)N(CCCN(C)C)Cc2cc3cc(OC)ccc3[nH]c2=O)cc1,0%,-14%,nt,-9%,-9%,0%,5%
CC(=O)N1[C@H](Cc2ccccc2)C=C[C@]1(C)C(=O)NCc1cc(F)cc(C(F)(F)F)c1,6%,nt,10%,nt,-2%,nt,3%
COc1cc(/C=C/C(=O)O)cc(S(=O)(=O)Nc2cccc(SC)c2)c1OC,-20%,-3%,18%[10 µM],22%,-3%,-1%,8%
Cc1ccc2c(c1)nnn2C1CCN(S(=O)(=O)c2cccc(S(=O)(=O)N(C)C)c2)CC1,-17%,-12%,-38%,-30%,51%[activator][38.3 µM],?,9%
O=C(Nc1cccc(Cl)c1)c1cc(F)cc2c1OCOC2,-2%,8%,8%[10 µM],-4%[9.22 µM],nt,-5%,-5%
N/C(=N\S(=O)(=O)c1cc(C(F)(F)F)cc(C(F)(F)F)c1)c1ccccc1,-25%,-2%,17%[10 µM],13%[9.22 µM],nt,-10%,11%
COc1ccc(NC(=O)C23CCC(C2)C(C)(C)C3=O)cc1 (configuration not stated),-4%,-2%,-22%,-6%,3%[38.3 µM],-4%,6%
COc1cc(C(=O)Nc2cc(C(F)(F)F)ccc2-n2cncn2)cc(OC)c1OC,1%,-7%,-18%,12%,4%,-2%,5%
CCN(CCCNC(=O)CCCOc1cc(=O)n(C)c2ccccc12)Cc1ccccc1,3%,5%,-73%[inhibitor],-15%,21%,3%,-3%
O=C1SC(SCc2ccccc2)=N/C1=C\c1ccco1,5%,-19%,14%[0.074 µM],?,6%[38.3 µM],3%,14%
COc1cc2c3nnc(-c4ccc(F)cc4)c-3cn(Cc3cccc(C)c3)c2cc1OC,4%,1%,0%[10 µM],-22%,13%[38.3 µM],2%,27%
Nc1ccccc1O,7%,nt,-46%[inhibitor],nt,-1%,nt,5%
CCOC(=O)CSc1nnc(-c2ccco2)n1C,1%,-4%,-6%[10 µM],-5%,12%[38.3 µM],3%,-5%
Cc1ccc(-c2csc(=S)[nH]2)cc1,5%,?,?,-19%,7%,2%,-1%
CC(=O)N1CCc2cc(S(=O)(=O)NCCC(=O)N3CCN(Cc4ccccc4)CC3)ccc21,-12%,5%,-26%,-31%,-10%[38.3 µM],-6%,6%
SMILES,aGlu spleen mod,GAA glycogen mod,HTT cytoprotect,HTT aggregate,IMPase Li inh,GAA inh,GoLoco inh red
c1ccc(Cn2nnc3c(N4CCc5ccccc5C4)ncnc32)cc1,-21%,-2%,-9%[10 µM],-28%,20%[38.3 µM],5%,6%
Cc1c(C(=O)/C=C/c2cccs2)oc2ccc(F)cc12,3%,0%,-31%,8%,30%[38.3 µM],?,6%
O=C1CC(N2CCc3ccccc32)C(=O)N1c1ccc(F)cc1 (configuration not stated),0%,?,27%[10 µM],0%[9.22 µM],3%,?,15%
N#Cc1ccc(OCC(=O)OCC(=O)Nc2cc(C(F)(F)F)ccc2N2CCOCC2)cc1,-2%,-11%,7%[1.9 µM],-7%,-2%,-1%,3%
O=c1c2ccccc2nc(-c2ccc(Cl)cc2Cl)n1CCCn1ccnc1,-6%,10%,-7%,-13%,-7%[38.3 µM],4%,0%
COc1cccc(C2=NOC(C(=O)NCc3ccco3)C2)c1 (configuration not stated),-14%,-2%,-63%[inhibitor],-7%,-8%[38.3 µM],12%,2%
CC(CCc1ccccc1)NC(=O)N1CCOCC1 (configuration not stated),2%,-1%,2%[10 µM],11%,-3%,6%,10%
CCOC(=O)CC(NC(=O)C1c2ccccc2Oc2ccccc21)c1ccc(C)cc1 (configuration not stated),-6%,-3%,-15%[10 µM],-12%,9%,-8%,2%
COc1ccc(Nc2nc(N)nc(CSc3n[nH]c(-c4ccccc4)n3)n2)cc1,-11%,-3%,-27%,4%,12%[38.3 µM],1%,7%
C=CCN1C(=O)C(O)(CC(=O)c2ccc(OC)cc2OC)c2cc(Br)ccc21 (configuration not stated),-12%,2%,5%[0.074 µM],2%,20%[38.3 µM],?,2%
CCC(=O)c1c[nH]c(C(=O)NCc2cccnc2)c1,5%,0%,-13%,-12%[9.22 µM],-2%,-6%,2%
